hiPSC survival: enhancers of single-cell hiPSC survival, primary screen, ATPlite luminescence; survival enhancement, % at 20 µM; 100% = ROCK inhibitor wells, 0% = DMSO; AID 602274, 2012; actives 0.044% (n = 360,000); in the data active = survival enhancement above about 18%;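 also: cells exposed to compounds for 16 hours before the ATP read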
aDG glyco act: activators of alpha-DG glycosylation, primary screen, uHTS, Pro5-aDG cells, AlphaScreen; alpha-DG glycosylation AlphaScreen (IIH6); 0% Pro5, 100% B10-LARGE cell signal; activation, % at 10 µM; actives 0.22% (n = 360,000);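 active = activation of at least 8% versus controls, or a plate z-score of at least 8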;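 also: Pro5 are CHO cells carrying HIG-tagged alpha-DG that lacks glycosylation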
MITF TRPM1 inh: inhibitors of MITF-dependent TRPM1 promoter reporter, primary screen, cell-based, SK-MEL-5, single point, luciferase | actives 0.83% (n = 330,000) | inhibition, % at 12.5 µM | SK-MEL-5 TRPM1 promoter luciferase, 24 h;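 active = mean inhibition across replicates of 60% or more, whatever share of single replicates reaches that level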; also: values of inactives mirror those of a sister screen read the other way
TWEAK-Fn14 inh: inhibitors of TWEAK-Fn14 signaling, primary screen, luciferase reporter cells, uHTS; TWEAK-stimulated Fn14 reporter cells, luciferase luminescence, 8 h; inhibition, % at 10 µM; actives 2% (n = 360,000); in the data active = inhibition above about 50%
Shn3 inh set2: reduction of Shn3 3'UTR firefly luciferase signal, primary screen, Schnurri-3 inhibitor project, cell-based, Clone20 osteoblasts, set 2 | actives 0.52% (n = 360,000) | Clone20 osteoblast Shn3 3'UTR firefly luciferase, 24 h | inhibition, % at 12.5 µM;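 active = mean inhibition of at least 75% with every replicate also reaching 75%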;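 also: 0% = median of neutral control wells and 100% = pilot-screen positive control compound; some compounds past the cut are filed as inactive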
KKLEB tox: cytotoxicity in KKLEB CF airway cells, primary screen, cytotoxicity control for CF NF-kB inhibitor project, cell-based, uHTS, fluorescence assay plates. KKLEB CF airway cells viability, ATPlite luminescence, overnight; stronger effect = lower value; cells stimulated with P. aeruginosa culture filtrate. activity change (cytotoxicity), % at 5 µM. actives 0.36% (n = 360,000);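 active = corrected activity change at or below -50% at 5 µM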
CF NFkB block: inhibitors of PAF-induced NF-kB signaling, primary screen, cell-based, GFP fluorescence, uHTS; inhibition, % at 5 µM; KKLEB NF-kB-GFP reporter, GFP fluorescence overnight; AID 588850, 2011; actives 0.86% (n = 360,000);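 active = at least 50% inhibition at 5 µM, scaled per plate between neutral and stimulator controls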;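 also: PAF is a Pseudomonas aeruginosa culture filtrate used as stimulus; plate controls were PAF-stimulated DMSO wells for no effect and unstimulated DMSO wells for full effect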
Peg3 promoter: Peg3 promoter-driven luciferase inhibitors, primary screen, cell-based, HeLa, luciferase luminescence. actives 1.7% (n = 360,000). HeLa PEG-Prom luciferase reporter, overnight. inhibition, % at 20 µM. AID 588405, 2011;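 active = inhibition of at least 50% at 20 µM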
NR2E3 ag-1: inhibitors of NR2E3-RetCOR corepressor binding, primary screen, NR2E3 agonist project, biochemical, TR-FRET, GST-NR2E3, biotin-RetCOR; AID 2300, 2010; inhibition of corepressor binding, % at 4.78 µM; 1536-well; actives 0.12% (n = 320,000); Photoreceptor-specific nuclear receptor (Homo sapiens), Q9Y5X4;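 active = percent inhibition above the cutoff of mean plus 3 SD of all tested compounds, set per screening campaign, cut at about 20% in these data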;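 also: 0% = DMSO wells and 100% = biotin wells as full block of FRET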
Target sequence (Q9Y5X4 whole entry, looked up): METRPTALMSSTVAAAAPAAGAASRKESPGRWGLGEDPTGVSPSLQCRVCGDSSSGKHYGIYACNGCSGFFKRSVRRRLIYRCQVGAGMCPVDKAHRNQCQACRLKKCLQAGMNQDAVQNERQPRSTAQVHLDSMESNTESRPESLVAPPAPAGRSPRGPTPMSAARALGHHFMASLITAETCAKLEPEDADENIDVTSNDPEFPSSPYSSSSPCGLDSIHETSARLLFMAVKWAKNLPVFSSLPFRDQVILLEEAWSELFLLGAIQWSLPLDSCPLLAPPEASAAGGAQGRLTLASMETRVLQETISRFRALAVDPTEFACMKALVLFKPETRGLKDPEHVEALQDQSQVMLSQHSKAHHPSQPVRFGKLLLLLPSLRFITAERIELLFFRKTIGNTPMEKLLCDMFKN
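System: GST-tagged NR2E3 plus biotinylated RetCOR corepressor; Amount: 1.35 nM GST-tagged NR2E3 final; Dosing: single nominal compound dose of 4.8 µM; Schedule: 5 h incubation at 4 °C; Technique: TR-FRET with europium anti-GST and streptavidin-D2, 340 nm excitation; Controls: biotin wells as high control, 0.6% DMSO wells as low control.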
NR2E3 ag-2: NR2E3 agonists in two-hybrid cells, primary screen, cell-based, luminescence, CHO-S, Gal4-NCOR/VP16-NR2E3 | Photoreceptor-specific nuclear receptor (Homo sapiens), Q9Y5X4 | luciferase | inhibition of corepressor binding, % at 3.98 µM | actives 0.35% (n = 360,000) | AID 602229, 2012;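 active = inhibition above the mean of all tested compounds plus 3 SD, cut at about 70% in these data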;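 also: 0% = DMSO with NR2E3 transfected cells and 100% = cells lacking NR2E3 construct; higher means lower luciferase signal from less NR2E3 corepressor binding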
HIF-2a block: HIF-2a reporter inhibitors, primary screen, luminescence, 786-0 RCC cells | 786-0 RCC cells HIF-2a reporter, luciferase luminescence, overnight | inhibition, % at 18.8 µM | actives 0.72% (n = 360,000) | AID 624352, 2012;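 active = inhibition of the luminescence signal of 40% or more relative to plate controls, in a single-dose primary screen at 18.75 µM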
* hit, by the source's call; / = not tested or not shown.

Structure,MITF TRPM1 inh,Shn3 inh set2,HIF-2a block,aDG glyco act,Peg3 promoter,NR2E3 ag-2,hiPSC survival,NR2E3 ag-1,CF NFkB block,TWEAK-Fn14 inh,KKLEB tox
COc1ccc(S(=O)(=O)NCCc2ccccc2)cc1OC,6,-10,3,-0.1,0,2,1.8,-4,-3,-7,-14
CCc1ccc(NC(=O)C(=O)NNC(=O)c2ccc(OC)cc2)cc1,-9,-27,-2,-0.1,-1,-8,0.6,5,8,-6,19
Cc1nnc(NC(=O)Cn2cnc3c2c(=O)n(C)c(=O)n3C)s1,-11,-3,12,0.0,10,5,-0.6,5,-13,-2,12
CCCc1cc2c(cc1NC(=O)c1ccc(C)cc1)OCO2,1,-17,-66,-0.1,-49,3,-2.7,4,-12,-29,5
Cc1ccc(OCC(=O)N2C(C)CCCC2C)c([N+](=O)[O-])n1 (centres undefined),2,-5,9,0.1,-1,-16,-1.2,/,-20,19,18
O=C(COc1ccc2ccccc2c1)N1CCNCC1,0,-14,-16,0.0,-48,-40,-0.6,6,-4,-3,-1
O=C(NC(=S)NCC1CCCO1)C(c1ccccc1)c1ccccc1 (centres undefined),-1,5,6,0.1,3,7,-1.0,1,-34,11,0
CCOC(=O)c1sc(N2C(=O)C(O)=C(C(=O)c3ccco3)C2c2ccc([N+](=O)[O-])cc2)nc1C (centres undefined),12,14,-26,-0.4,6,-23,-0.4,3,-21,-22,2
Cc1ccc(-c2nnc(SCC(=O)NC3CCS(=O)(=O)C3)nc2-c2ccc(C)cc2)cc1 (centres undefined),8,9,7,-0.4,11,2,4.6,2,14,-1,1
CCOc1ccc(-c2nc(N)ncc2-c2ccc(Cl)cc2)c(O)c1,1,-23,14,-0.1,19,-10,-0.7,-2,34,28,-6
CCOc1ccc(-c2nnc(-c3cccs3)o2)cc1,-17,-35,-51,0.2,-67,-165,-4.1,-1,-37,63*,-13
CCOC(=O)C1(C)CCCN(C(=O)c2snnc2C)C1 (centres undefined),/,1,12,-0.3,4,-17,-0.6,/,6,17,0
COc1cc(C)ccc1OCCOCCOc1ccc([N+](=O)[O-])cc1,-20,-13,1,0.0,3,-9,0.1,1,17,-16,5
Cc1cccc(NC(=O)CNC(=O)c2cc(S(=O)(=O)N(C)C)ccc2N2CCCC2)c1C,/,19,3,-0.4,-2,4,5.3,/,6,18,3
Cc1cc(NC(=O)C2CCCCC2C(=O)O)ccc1NC(=O)c1ccccc1 (centres undefined),2,-14,3,-0.1,8,-18,0.2,2,3,5,7
Cc1cccc(C(=O)Nc2ccc(C(=O)N/N=C/c3cccc(C)n3)cc2)c1,-9,-4,1,-0.1,23,-6,0.5,1,-6,11,5
N#CCC(=O)Nc1ccc(C(=O)OCC(=O)NC(=O)Nc2ccc3c(c2)OCCO3)cc1,-43,-106,-241,-0.3,-258,-86,0.6,/,26,-39,-2
Cc1c(C#N)c(N=CN(C)C)c(C(=O)c2ccccc2)n1-c1ccccc1,-2,/,17,-0.5,0,-16,3.0,2,-8,-23,2
CCOC(=O)N1CCC(Nc2c(NCCCOC)c(=O)c2=O)CC1,-5,7,2,0.1,11,-3,-1.8,-1,1,4,-28
COc1ccc(S(=O)(=O)NNC(=O)Nc2ccc(F)cc2)cc1,/,/,21,0.0,10,-20,-0.1,1,1,-12,1

Entries of single compounds, quoted from the list:
Results for CCOc1ccc(-c2nc(N)ncc2-c2ccc(Cl)cc2)c(O)c1 → MITF TRPM1 inh = 1; Shn3 inh set2 = -23; HIF-2a block = 14; aDG glyco act = -0.1; Peg3 promoter = 19; NR2E3 ag-2 = -10; hiPSC survival = -0.7; NR2E3 ag-1 = -2; CF NFkB block = 34; TWEAK-Fn14 inh = 28; KKLEB tox = -6
Results for Cc1cccc(C(=O)Nc2ccc(C(=O)N/N=C/c3cccc(C)n3)cc2)c1 → MITF TRPM1 inh = -9; Shn3 inh set2 = -4; HIF-2a block = 1; aDG glyco act = -0.1; Peg3 promoter = 23; NR2E3 ag-2 = -6; hiPSC survival = 0.5; NR2E3 ag-1 = 1; CF NFkB block = -6; TWEAK-Fn14 inh = 11; KKLEB tox = 5

Carrying on.
Structure,MITF TRPM1 inh,Shn3 inh set2,HIF-2a block,aDG glyco act,Peg3 promoter,NR2E3 ag-2,hiPSC survival,NR2E3 ag-1,CF NFkB block,TWEAK-Fn14 inh,KKLEB tox
Nc1c(-c2ccccc2)c(CSc2nc3ccccc3[nH]2)nn1-c1cccc(Cl)c1,-1,36,26,1.9,45,4,-1.5,-1,-1,16,-7
S=C(NCCc1ccccc1)N1CCN(C(c2ccccc2)c2ccccc2)CC1,1,0,14,0.3,21,20,-1.6,0,6,23,1
O=C(NCc1ccc(N2CCCC2=O)cc1)NC1CCCCC1,3,24,16,-0.3,2,-13,-2.1,-1,-2,8,15
CCOC(=O)c1c(C)[nH]c(C(C)=NNC(=O)Cn2nc(C)cc2C)c1C,1,6,-9,1.3,-12,-3,-0.5,/,-6,-3,-16
CC(C)C1C(c2ccccc2)NC(c2ccccc2)CC1(O)c1ccc(F)cc1 (centres undefined),0,-4,14,0.2,-17,-2,0.2,-1,22,-23,-6
COc1ccc(OC)c(-n2c(=O)c3ccccc3c3ccccc3c2=O)c1,11,2,25,-0.3,9,-15,-2.0,0,5,-10,4
Cc1ccc(S(=O)(=O)N2CCCCC2)cc1NC(=O)c1nn(C)c(=O)c2ccccc12,7,35,7,0.0,13,-42,-0.5,/,-12,3,-6
O=C(N1CCOCC1)N1[C@H](COCc2ccccc2)C=CS1(=O)=O,/,-19,0,-0.1,3,5,4.9,/,2,8,-3
C[C@H](CO)N1C[C@H](C)[C@@H](CN(C)C(=O)Nc2ccccc2)Oc2c(NS(=O)(=O)c3cccs3)cccc2C1=O,4,0,12,0.1,0,14,0.7,/,3,-19,3
COc1cc(/C=N/N2CCOCC2)ccc1OC(=O)c1ccco1,-1,-16,3,0.3,12,-3,-2.1,-1,4,-1,26
O=C(Nc1ccccn1)c1ccc([N+](=O)[O-])o1,-3,-29,-12,3.8,-6,19,-3.5,-1,31,5,-4
CC(=O)NC(CCCNC(=S)NC1CCCCC1)C(=O)O (centres undefined),7,-13,7,0.0,28,-31,0.0,4,-1,3,12
COc1ccc(CCNC(=O)C2CCCN(S(=O)(=O)c3cc(C)ccc3OC)C2)cc1OC (centres undefined),2,6,1,-0.3,9,5,-0.3,2,3,-15,0
COc1ccccc1NS(=O)(=O)c1cccc(NC(=O)C(C)NC(=O)c2ccco2)c1 (centres undefined),1,13,12,-0.2,21,6,0.4,/,-18,16,-16
O=C(O)c1ccc(/C=C2\CCCc3c2nc2ccccc2c3C(=O)O)cc1,6,18,13,-0.2,10,-28,0.0,-4,-11,17,12
O=C(NNc1cccc(Cl)n1)c1c(Cl)cccc1Cl,2,-26,-9,0.1,8,1,0.5,-1,2,6,12
COc1cccc(OCc2cc(C(=O)N(Cc3nccn3C)C(C)C)no2)c1,-7,10,-7,0.2,-15,-2,-0.6,-3,1,-18,5
COc1ccc(Cn2nnnc2CN(Cc2cc3cc(C)ccc3[nH]c2=O)C2CCCC2)cc1,13,17,-8,0.0,-9,6,1.2,4,-11,21,-3
O=C(CCC(=O)OCc1ccc(C(=O)Oc2ccc(Cl)cc2)cc1)Nc1ccccc1,-10,-35,-10,-0.2,-11,-7,0.0,0,-25,-14,9
COc1ccc2ccccc2c1-c1csc(N)n1,-13,-29,-45,0.0,-36,-35,0.0,2,-7,6,4

(list continues)
Structure,MITF TRPM1 inh,Shn3 inh set2,HIF-2a block,aDG glyco act,Peg3 promoter,NR2E3 ag-2,hiPSC survival,NR2E3 ag-1,CF NFkB block,TWEAK-Fn14 inh,KKLEB tox
O=C(Cc1sc(-c2ccccc2Cl)nc1-c1ccccc1)Nc1ccc(F)cc1,6,-2,-6,-0.4,-31,-3,1.0,1,8,-3,9
CCOC(=O)CSc1nc2c(sc(=S)n2Cc2ccco2)c(=O)n1-c1ccc(F)cc1,-2,-6,8,0.1,26,-8,1.6,-5,10,-6,-2
O=C1CCC([N+](=O)[O-])C(c2cc3c(cc2Cl)OCO3)N1 (centres undefined),0,-24,11,0.0,-5,-27,0.5,3,7,-6,-14
CCN(CC)CC#CC(C)(C)OC(C)=O,-1,3,10,-0.2,20,-21,-3.0,0,15,1,0
O=C1C(Cl)=C(N2CCCCCC2)C(=O)N1c1ccc(Br)cc1,-1,-10,-58,-0.2,-33,-40,-0.2,4,1,-19,11
CCCNC(=O)C1(C)CCCN(Cc2cccc3ccccc23)C1 (centres undefined),/,5,16,0.2,-3,17,-1.6,/,1,-14,14
CCC(Sc1nc2n[nH]c(C)c2c(=N)n1-c1ccc(C)c(Cl)c1)C(=O)N1CCOCC1 (centres undefined),-10,20,41*,0.0,36,-23,-1.0,0,9,6,-16
O=C(Nc1ccc(C(=O)N2CCOCC2)cc1)Nc1ccc(Cl)cc1Cl,-6,14,4,0.4,-22,3,-0.5,5,-8,-26,4
Cc1ccccc1N(CC(=O)N/N=C/c1ccccc1Cl)C(=O)c1ccccc1,10,11,-4,0.2,-8,17,-1.1,1,0,3,2
COc1cccc(C(C(=O)NCc2ccccc2)N(C(=O)c2csnn2)C2CC2)c1 (centres undefined),-2,0,6,-0.1,6,-8,0.0,7,9,8,-7
OCC12COC(c3ccccc3)N1C(c1ccccc1)OC2 (centres undefined),10,-8,9,0.0,16,12,-0.5,5,-2,0,1
CCOC(=O)c1ccc(NC2OC(=O)c3ccccc32)cc1 (centres undefined),-14,-8,4,-0.1,-13,-3,-1.5,-1,7,-1,-4
COc1ccc(CS(=O)(=O)/C(Cl)=C(/Cl)C(=O)Nc2ccc(OC)nc2)cc1,94*,98*,93*,-0.7,104*,74*,37*,-3,88*,99*,-86*
COc1ccc(NC(=O)c2ccc(NC(=O)c3ccco3)cc2)c(OC)c1,-1,-4,4,0.1,-5,-33,-0.4,2,-1,11,1
Cc1oc2cc3oc(=O)c(CCC(=O)N(C)CC(=O)O)c(C)c3cc2c1C,3,4,13,-0.1,10,-18,0.7,0,-12,16,1
COc1ccc(C2=NCCc3cc(OC)c(OC)cc32)cc1OC,5,12,8,0.1,-1,-21,4.6,-1,14,0,-5
O=C(C1CCCO1)N1CCN(Cc2nc3ccccc3c(=O)[nH]2)CC1 (centres undefined),7,6,8,-0.2,7,-11,0.9,3,8,1,-3
N#Cc1c(NC(=O)CN2CCN(C(=O)c3ccco3)CC2)sc2c1CCCCC2,7,60,-4,0.1,-1,10,3.3,2,4,-1,-8

From PubChem
